Screens (PubChem)
CRFR2-BP ag: CRF-BP/CRF-R2 complex agonism. 0.46% of 350,000 active. activation, % at 13.2 µM. HEK293 CRF-R2/CRF-BP, calcium dye fluorescence (FLIPR); percent of saturating CRF peptide response;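 active = activation of at least 50%, plus an integration ratio under a set limit after plate pattern correction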;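 also: plate controls were neutral control wells without compound for no effect and CRF at EC100 for full effect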
M4 PAM: CHRM4 positive allosteric modulation. P08173. CHO-K1 hM4/Gqi5, Fluo-8 calcium fluorescence, ACh EC20; 0% = ACh EC20, 100% = maximal ACh. activation, % at 3 µM. 0.4% of 360,000 active. AID 624126;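 active = activation above its plate's cutoff, the mean activation of sample wells plus 3 SD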; also: some results filed as inactive read as strong as hits
Target sequence (P08173 whole entry, looked up): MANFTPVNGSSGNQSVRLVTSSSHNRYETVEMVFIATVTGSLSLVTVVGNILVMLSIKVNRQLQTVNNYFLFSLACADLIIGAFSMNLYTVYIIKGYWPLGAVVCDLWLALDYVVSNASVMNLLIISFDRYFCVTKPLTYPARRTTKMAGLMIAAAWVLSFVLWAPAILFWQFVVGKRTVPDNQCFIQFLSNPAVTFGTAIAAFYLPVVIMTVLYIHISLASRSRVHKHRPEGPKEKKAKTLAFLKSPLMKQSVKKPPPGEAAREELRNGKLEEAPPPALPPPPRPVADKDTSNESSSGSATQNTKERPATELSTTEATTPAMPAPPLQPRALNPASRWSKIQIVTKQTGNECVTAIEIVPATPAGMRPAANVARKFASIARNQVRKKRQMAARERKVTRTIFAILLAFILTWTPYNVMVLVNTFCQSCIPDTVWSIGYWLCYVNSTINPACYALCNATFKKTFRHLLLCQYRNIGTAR
CHRM1 antagonist: human CHRM1 antagonism | P11229 | CHO-K1 hM1, Fluo-8 calcium fluorescence, ACh EC80 antagonist | inhibition, % at 3 µM | 1.3% of 360,000 active;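 active = percent inhibition above its own plate's cutoff, namely the mean of that plate's compound wells plus 3 SD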;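 also: peak over basal fluorescence ratio during 140 s after agonist addition; 0% = ACh EC80 plus DMSO and 100% = DMSO alone without agonist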
CHRM5 antagonist: antagonists of human muscarinic M5 receptor (CHRM5). CHO-hM5 cells, Fluo-8 calcium fluorescence, ACh EC80. AID 624040. inhibition, % at 3 µM. 0.59% of 360,000 active;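 active = inhibition above a per-plate cutoff, the mean of that plate's test compounds plus 3 SD, cut at about 27% in these data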;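 also: 0% = acetylcholine EC80 with DMSO and 100% = DMSO without agonist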
Target sequence (P08912 whole entry, looked up): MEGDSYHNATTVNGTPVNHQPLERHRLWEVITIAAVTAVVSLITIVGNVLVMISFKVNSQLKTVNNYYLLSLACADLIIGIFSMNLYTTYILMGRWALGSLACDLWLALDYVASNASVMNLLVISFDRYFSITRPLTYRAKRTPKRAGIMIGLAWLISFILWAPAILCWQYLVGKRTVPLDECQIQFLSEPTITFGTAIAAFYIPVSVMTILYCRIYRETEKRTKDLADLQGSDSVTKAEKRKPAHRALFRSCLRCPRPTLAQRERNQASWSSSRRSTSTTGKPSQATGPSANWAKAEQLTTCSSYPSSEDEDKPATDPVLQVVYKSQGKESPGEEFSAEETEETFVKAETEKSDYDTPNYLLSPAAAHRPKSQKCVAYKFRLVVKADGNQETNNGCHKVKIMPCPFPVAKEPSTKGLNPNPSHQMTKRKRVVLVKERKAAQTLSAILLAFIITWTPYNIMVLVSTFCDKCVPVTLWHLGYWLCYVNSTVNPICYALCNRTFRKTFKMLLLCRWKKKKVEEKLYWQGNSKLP
M1 PAM: human CHRM1 positive allosteric modulation. P11229. CHO-K1 hM1, Fluo-8 calcium fluorescence, ACh EC20; 0% = ACh EC20, 100% = maximal ACh. activation, % at 3 µM. 0.088% of 360,000 active; in the data active = activation above about 19%, passing the limit was not always enough
M4 ag: CHRM4 agonism in calcium assay | CHO-K1 hM4/Gqi5, Fluo-8 calcium fluorescence; vehicle 0%, full acetylcholine response 100% | activation, % at 3 µM | 0.14% of 360,000 active;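 active = activation above the run mean over all test wells plus 3 SD, cut at about 32% in these data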;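 also: peak over basal fluorescence ratio per well then scaled between controls; 0% = DMSO wells and 100% = acetylcholine at EC100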
M4 antag: CHRM4 antagonism in calcium assay; CHO-hM4 cells, ACh EC80, Fluo-8 calcium fluorescence; inhibition, % at 3 µM; P08173; 0.73% of 360,000 active; AID 624125;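 active = inhibition above its plate's cutoff, the mean inhibition of sample wells plus 3 SD, cut at about 27% in these data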;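 also: 0% = acetylcholine EC80 with DMSO and 100% = DMSO without agonist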
CHRM5 agonist: agonists of human muscarinic M5 receptor (CHRM5); P08912; 0.19% of 360,000 active; CHO-K1 hM5 cells, Fluo-8 calcium fluorescence; 0% DMSO wells, 100% maximal acetylcholine response; activation, % at 3 µM;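 active = activation above the run's mean over test compounds plus 3 SD, cut at about 23% in these data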;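 also: signal is peak over basal fluorescence ratio across the kinetic read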
M5 PAM: CHRM5 positive allosteric modulation; AID 624038; CHO-K1 hM5, Fluo-8 calcium, ACh EC20 PAM; 0% = ACh EC20, 100% = ACh EC100; P08912; activation, % at 3 µM; 0.3% of 360,000 active;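 active = activation above the run cutoff, the mean activation of all test compounds plus 3 SD, cut at about 18% in these data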
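System: CHO-K1 hM5 cells. Reagent: acetylcholine, EC20 level. Compound dosing: single dose, 3 µM nominal final test concentration. Timing: Post-acetylcholine fluorescence recording 140 s. Detection: Fluo-8 calcium fluorescence. Read-out: % activation, ACh-normalized. Benchmarks: ACh EC20 and EC100 wells. Repeats: singlicate, one well per test compound.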
An asterisk follows results filed as active; nt = no result given; & = joins results of further samples.

SMILES	CRFR2-BP ag	M4 PAM	CHRM1 antagonist	CHRM5 antagonist	M1 PAM	M4 ag	M4 antag	CHRM5 agonist	M5 PAM
COc1ccc(NC(=O)C(NC(=O)CC2NC(=O)NC2=O)c2ccccc2)cc1 (stereo unspecified)	20	18	-5	3	5	1	-4	0	2
COc1ccc(C(=O)OC2CCN(c3ncc(C(F)(F)F)cc3Cl)CC2)cc1	3.1	9	-10	4	11	0	4	0	-4
Clc1ccc(-n2nnc(-c3cccnc3Cl)n2)cc1Cl	-0.4	-4	5	8	-2	0	-1	-1	-4
COc1ccc(OCCC(=O)OCC(=O)Nc2cccc(S(=O)(=O)N3CCOCC3)c2)cc1	1.9	6	1	2	3	9	-7	4	-2
Nc1nc(SCC(=O)Nc2ccc(S(N)(=O)=O)cc2)n[nH]1	5.5	0	0	-5	5	2	-15	-8	6
FC(F)(F)c1cc(C(F)(F)F)c2ccc(Oc3ccccc3)nc2n1	-2.4	4	-1	-10	6	-2	2	-4	4
COc1ccc(S(=O)(=O)N2CCN(Cc3ccc4c(c3)OCO4)CC2)c2ccccc12	3.7	4	14	2	-7	1	-7	2	-13
Cc1ccc(Cl)cc1N1CCN(S(=O)(=O)c2c(C)[nH]c(C)c2C(=O)N2CCCC2)CC1	-0.3	1	14	18	-9	5	1	-5	-6
O=C(N/C=C\n1cnc2cc(C(F)(F)F)ccc21)c1ccc([N+](=O)[O-])cc1	0.1	4	9	11	-3	1	-4	-1	-12
Cc1cccc(C)c1NC(=O)CN1CCN(CC(=O)c2cc(C)n(C3CC3)c2C)CC1	1.1	5	1	8	2	4	-1	3	4
COc1ccc(C(=O)Nc2ccc3c(c2)nc(CCNC(=O)c2ccco2)n3C)cc1	0.4	7	-14	10	12	5	-3	-3	-5
O=C(Nc1ccc(C(=O)N2CCCCC2)cc1)C1CCC1	-1.2	0	-6	-4	2	1	-6	0	9
FC(F)(F)c1ccc(-c2n[nH]c(=S)o2)nc1	0.2	12	-8	14	0	8	-15	1	-5
CCCc1nc2ccccc2n1C(C(=O)NC(C)(C)C)C1CC1 (stereo unspecified)	nt	2	nt	-7	nt	1	-12	-1	1
N#Cc1c(-c2ccc(F)cc2)cc(-c2ccccc2)nc1SCC(=O)NCC(=O)O	62*	4	-2	-12	-1	0	-6	5	2
Cc1ccc(S(=O)(=O)N(C)C)cc1NC(=O)COC(=O)CCC(=O)c1cccs1	0.2	-5	-17	-1	9	2	-2	4	8
CN1C(=O)S/C(=C/c2ccc(OCc3cccc(C(=O)O)c3)cc2)C1=O	-1.2	-3	-14	-6	8	0	-2	2	4
O=C(NNC(=O)c1cc2ccccc2oc1=O)c1ccccc1	-1.1	-9	-4	5	2	0	6	-1	6
CC1CCCCC1NS(=O)(=O)c1ccc2c(c1)CCC(=O)N2 (stereo unspecified)	-1.0	8	-8	3	3	1	1	2	-4
Cc1nc(SCC(=O)NCc2cccs2)nc(C)c1C	0.5	4	5	3	-4	1	-1	-8	-1
CCNC(=O)C1(C)CCCN(C(=O)c2cc(C)nn2C(C)(C)C)C1 (stereo unspecified)	nt	4	-1	-4	0	0	-2	1	-1
CCOc1ccc(S(=O)(=O)N2CCCC2)cc1	-0.2	-6	-12	6	2	0	2	-7	-3
Cc1cccc(C)c1NC(=O)CSc1nnc(-c2ccoc2C)n1C	-1.5	-2	-15	-2	6	0	-11	-7	-8
Cc1ccccc1C(=O)Nc1ccc(N2CCN(C)CC2)nc1	1.0	4	11	1	-2	0	-7	-9	3
C/C(=N\NC(=O)CN(c1ccccc1Br)S(C)(=O)=O)c1cccs1	-1.7	-3	-8	3	6	2	0	-4	-9
O=C(c1ccco1)N1CCN(S(=O)(=O)c2ccc(F)cc2)CC1	-1.3	-1	-8	13	8	1	6	-6	-4
COc1ccccc1CNC(=O)COc1ccc(Br)c(C)c1	-0.5	-5	-1	-1	-3	3	-2	2	-4
CCNC(=S)N1CCC(c2nc3cc(C)c(C)cc3[nH]2)CC1	0.1	8	-12	-2	5	2	0	-4	-2
CCCn1nc(NS(=O)(=O)c2ccccc2[N+](=O)[O-])c2cc3ccccc3nc21	-0.6	2	-15	-5	11	1	3	-2	5
CCN(CC)CCNC(=O)c1ccc(NC(=O)c2cccc(-n3cnnn3)c2)cc1	-2.1	2	-9	-4	7	0	-2	-2	9
OCCNc1nc(NCc2ccccc2)c2ccccc2n1	-0.9	-4	15	5	-5	4	21	-3	0
Cc1ccc(C)c(N=C2CCCN2Cc2ccccc2)c1C#N	1.1	-4	-14	-3	7	0	-13	-3	-5
CC(C)(C)c1ccc(C(=O)NCC(=O)OCC(=O)Nc2ccc3c(c2)OCCO3)cc1	2.1	-2	-8	-3	14	4	3	0	5
COc1ccccc1-c1nnc(SCC(=O)NC2CCS(=O)(=O)C2)n1CCc1ccccc1 (stereo unspecified)	1.1	-5	-2	-2	7	1	4	0	-2
Cc1ccc(OCC(=O)NNC(=S)NC(=O)C(C)(C)C)c(Br)c1	84*	2	-10	7	8	-1	3	-1	6
CCn1c(=O)c(C(=O)NNC(=O)Cc2ccccc2)c(O)c2ccccc21	-0.7	2	2	7	5	1	1	-3	-2
CCC1(CC)C(=O)C2=C3C1[C@H](C(=O)OC)C=C(C(=O)OC)C[C@H]3[C@H]1C(=O)N(CC(=O)OC)C(=O)[C@H]1[C@H]2C (stereo partly specified)	-0.2	5	-3	3	4	1	0	1	1
CCOC(=O)N1CCN(C(=O)C2CCCN(S(=O)(=O)c3c(C)cc(C)cc3C)C2)CC1 (stereo unspecified)	-0.8	-5	-10	6	8	6	4	2	2
COCCCN1C(=O)c2ccc(C(=O)Nc3ccccc3OC)cc2C1=O	0.6	-1	-4	1	4	1	-1	-8	15
O=C(O)C1C2C=CC(C3CC23)C1C(=O)N1CCc2ccccc21 (stereo unspecified)	-4.7	2	-3	5	9	0	-2	3	2
CCc1nnnn1-c1ccc([N+](=O)[O-])cc1C	-2.1	0	-5	4	6	1	6	0	2
CCOC(=O)N/N=C(\c1ccccc1)C(O)c1ccccc1 (stereo unspecified)	-1.2	-5	6	-2	5	-1	-11	-2	8
O=c1oc(-c2ccccc2Br)nc2ccccc12	-0.1	0	-9	-11	5	-1	-1	5	-9
CC(C)OCCCNC(=O)CN1C(=O)CC(C)(C)S(=O)(=O)c2ccccc21	2.0	8	-13	-2	8	1	-16	2	-1
Cc1ccc(-c2nc3ncccn3c2Nc2ccc3c(c2)OCCO3)cc1	-0.5	2	2	2	1	1	1	1	-3
Brc1ccccc1C1=Nn2c(nnc2-c2ccccc2)SC1	-1.2	-4	-22	6	0	0	5	-5	-5
CCOC(=O)c1ccc(S(=O)(=O)N2CCN(C(=O)c3nn(C)c(=O)c4ccccc34)CC2)cc1	0.6	-7	9	-8	-13	4	-2	-3	2
COC(=O)[C@]12CCCCC=C1N(Cc1cccc3ccccc13)C(=O)[C@H](CC(=O)NCc1cccs1)C2	nt	-5	nt	-3	nt	7	-2	1	-4
Cc1noc(C)c1NC(=O)N(C)C[C@H]1Oc2c(NC(=O)Nc3ccc(C(F)(F)F)cc3)cccc2C(=O)N([C@H](C)CO)C[C@@H]1C	-0.9	10	-11	-1	11	3	8	3	7
CCOC(=O)C1CCN(C(=O)CCC(=O)NCCc2ccc(Cl)cc2)CC1	-2.1	-4	-16	0	12	0	1	-1	-1
COc1ccc2cnn(-c3ccccc3)c(=O)c2c1OC	-0.8	1	-18	-5	0	0	8	0	0
CCn1c(C)nc2cc(C(=O)NNC(=O)[C@@H](NC(=O)c3cc(OC)cc(OC)c3)C(C)C)ccc21	-0.8	-5	13	12	-4	16	7	1	-26
O=C(N/N=C/c1ccoc1)c1ccccc1F	-0.7	-5	-1	-13	3	3	-4	-1	-3
Cc1cccc(N(Cc2ccccc2)C(=O)CN2C(=O)NC3(CCCCC3C)C2=O)c1 (stereo unspecified)	-0.5	-2	3	6	-9	1	10	-10	-9
CC(=O)N/C(=C\c1ccc(C)cc1)C(=O)O	0.8	4	-13	-1	19	0	13	-2	7
CCOC(=O)c1c(NC(=O)Cn2c(C)nc3ccccc32)sc2c1CCC2	2.3	8	-2	5	3	1	-6	0	-7
CC1CCN(C(=O)CCc2nnc3ccc(NCCCN4CCCC4=O)nn23)CC1	0.2	-3	-9	3	5	-1	6	-5	3
CCOc1ccc2c(c1)S/C(=C\c1cccs1)C(=O)N2	1.9	11	-21	-1	8	0	-7	-1	2
C[n+]1ccccc1C1CCCC/C1=N\NC(N)=S (stereo unspecified)	1.1	8	-4	9	8	1	-3	4	8
CCCCCCCCN1C(=O)[C@H](CC(=O)NCCc2ccccc2OC)C[C@@]2(C(=O)OC)CC(C)(C)CC=C12	nt	-2	nt	0	nt	-1	5	-2	0

Among those listed so far, two contain a cyano group.
SMILES	CRFR2-BP ag	M4 PAM	CHRM1 antagonist	CHRM5 antagonist	M1 PAM	M4 ag	M4 antag	CHRM5 agonist	M5 PAM
N#Cc1c(-c2ccc(F)cc2)cc(-c2ccccc2)nc1SCC(=O)NCC(=O)O	62*	4	-2	-12	-1	0	-6	5	2
Cc1ccc(C)c(N=C2CCCN2Cc2ccccc2)c1C#N	1.1	-4	-14	-3	7	0	-13	-3	-5

Continuation.
SMILES	CRFR2-BP ag	M4 PAM	CHRM1 antagonist	CHRM5 antagonist	M1 PAM	M4 ag	M4 antag	CHRM5 agonist	M5 PAM
O=C(NC1CCCC1)C1c2ccccc2OCC(=O)N1Cc1ccc2c(c1)OCO2 (stereo unspecified)	nt	7	nt	0	nt	1	4	-6	-1
COC(=O)c1[nH]c2cccc(OC)c2c1NC(=O)CCN1CC(C)CC(C)C1 (stereo unspecified)	-3.6	-1	-1	5	-3	0	5	-6	-2
Cc1ccc(OCCCCNC2CCCCC2)c(C)c1	-0.5	-12	20	6	-18	6	7	-7	-5
Cc1cccn2c(=O)c3cc(C#N)c(=NC(=O)c4ccccc4)n(Cc4ccco4)c3nc12	6.6&16	7&-5	-14&7	14&-2	12&-3	2&1	-7&-13	0&5	-2&4
c1ccc(Oc2cccc(CN3CCOCC3)c2)cc1	-0.1	11	-14	-7	6	-1	-17	-3	2
C/C(=N\NC(=O)c1c(-c2ccccc2Cl)noc1C)c1cccc(NC(=O)C(C)C)c1	0.3	-3	5	3	-3	5	0	-2	-14
CCc1[nH]nc(C(=O)N2CCCC(Nc3ccc(C(C)C)cc3)C2)c1C (stereo unspecified)	1.8	-4	-9	6	4	4	17	-1	-3
Fc1ccc(-c2csc3ncnc(N4CCc5ccccc5C4)c23)cc1	1.4	-20	12	-7	-4	-1	1	-3	-4
CC(O)CN(Cc1cccc(Cl)c1)CC(C)O (stereo unspecified)	1.5	23	-4	2	8	2	0	0	0
O=C(/C=C/c1ccccc1Cl)OCC(=O)c1ccc[nH]1	-0.8	-1	4	2	6	3	3	0	-9
CCOCCCn1cc(C(=O)c2cc(Br)ccc2O)cc(C#N)c1=O	0.1	2	-4	0	12	3	-4	2	-7
COc1cc2c(cc1OC)CC(C(=O)NCc1ccccc1)NC2 (stereo unspecified)	-2.5	0	-8	2	5	0	-12	-6	-1
CC1CCN(C(=O)CSc2nnc(-c3ccncc3)n2C)CC1	1.7	3	-11	-2	9	1	-6	-2	-7
COc1ccc2c(c1)c1nc3ccccc3nc1n2CCCN1C(=O)c2ccccc2C1=O	12	-1	14	9	-6	1	3	1	-2

Rows are unselected; any-hit rate near 2.8%.
